High-throughput results (PubChem)
GRP78 ERSR act – inducers of ER stress response in human glioma cells | U87-MG GRP78 promoter luciferase reporter, 16 h | Potency, µM, for inactives: top-dose activation, most hits filed as activators | 420,000 tested, 0.02% active; further: potency means the concentration at half of the fitted maximal effect; series mostly up to about 76 µM; % of control where 0% means no effect; nearly all actives have a fitted effect of over 35% in size
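Stably transfected U87-MG human glioma cells carrying a GRP78-based luminescent sensor were seeded at 1000 cells/well, pin-dosed with compounds and incubated 16 h. Luciferase reagent was then added, and end-point luminescence was read after 10 min at room temperature.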
Vif-APOBEC3G blk – Vif-A3G binding inhibition. HeLa A3G-eYFP + Vif (tagged APOBEC3G with the HIV-1 protein that degrades it), YFP fluorescence, overnight. 410,000 tested, 0.076% active. Q9HC16. Potency, µM (highest dose often 46.1 µM), without a hit: at the top dose activity, negative = active, usual class: inhibitors;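 further: potency means the concentration at half of the fitted maximal effect; on the % scale 0 is the no-effect control and ±100 the full control effect; nearly all actives have a fitted effect of over 60% in size; hits raise eYFP signal because A3G escapes Vif-driven loss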
Target sequence (Q9HC16 whole entry, looked up): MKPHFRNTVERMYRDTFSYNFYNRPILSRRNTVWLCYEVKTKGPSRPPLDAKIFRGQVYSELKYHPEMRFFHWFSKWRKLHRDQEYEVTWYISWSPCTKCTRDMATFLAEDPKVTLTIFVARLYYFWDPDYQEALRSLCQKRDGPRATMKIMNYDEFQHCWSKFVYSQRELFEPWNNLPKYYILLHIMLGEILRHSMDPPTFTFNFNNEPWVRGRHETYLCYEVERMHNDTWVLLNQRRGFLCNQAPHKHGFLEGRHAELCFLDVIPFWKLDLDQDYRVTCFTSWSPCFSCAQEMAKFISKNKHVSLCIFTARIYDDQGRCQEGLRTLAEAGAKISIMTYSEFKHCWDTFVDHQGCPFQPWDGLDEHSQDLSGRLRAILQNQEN
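HeLa cells stably expressing Vif and C-terminally eYFP-tagged A3G, seeded overnight at 37 deg C, then exposed to compound by pintool overnight at 37 deg C. Rise in yellow fluorescence (Ex 488/Em 500-530, Acumen) marks blocked Vif-driven A3G degradation.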
PI4K2A block – inhibitors of human PI4K2A; Q9BTU6; purified PI4K2A, ADP-Glo luminescence, 1 h; stronger effect = lower value; activity change, negative = inhibition, % at 76.9 µM; 420,000 tested, 0.13% active; AID 1346378; in the data active means activity change below about -50%; inconclusive means mostly about -30% to -49%;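 further: -100% = wells without enzyme as full effect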
Target sequence (Q9BTU6 whole entry, looked up): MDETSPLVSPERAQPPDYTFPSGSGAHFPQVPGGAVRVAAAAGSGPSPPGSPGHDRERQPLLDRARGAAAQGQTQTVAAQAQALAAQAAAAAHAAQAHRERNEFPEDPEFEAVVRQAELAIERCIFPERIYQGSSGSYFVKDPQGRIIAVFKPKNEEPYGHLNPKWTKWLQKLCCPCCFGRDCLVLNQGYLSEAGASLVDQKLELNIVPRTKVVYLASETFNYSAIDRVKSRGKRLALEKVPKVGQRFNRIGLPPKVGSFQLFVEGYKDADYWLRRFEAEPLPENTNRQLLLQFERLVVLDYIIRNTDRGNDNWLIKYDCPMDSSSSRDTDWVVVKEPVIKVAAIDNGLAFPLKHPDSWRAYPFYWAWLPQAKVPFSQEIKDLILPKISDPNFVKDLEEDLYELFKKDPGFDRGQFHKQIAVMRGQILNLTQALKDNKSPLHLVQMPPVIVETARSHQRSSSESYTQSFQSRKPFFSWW
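ADP-Glo luminescence measured ADP generated by PI4K2A enzyme (4 ug/mL before mixing) with 1.2 mM PI substrate (pre-mix) and 300 microM ATP (pre-mix). Tris pH7.5 buffer with MgCl2, Triton X-100; 1 h reaction at ambient temperature.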
TrxR1 substrate – substrates of rat thioredoxin reductase 1; O89049; purified TrxR1 substrate turnover, NADPH consumption readout; Potency, µM (titrated, usually from 114 µM), for inactives: at the highest dose activity change, negative = substrate turnover; 390,000 tested, 0.01% active; AID 588456; further: potency means the concentration at half of the fitted maximal effect; on the % scale 0 is the no-effect control and ±100 the full control effect; nearly all actives have a fitted effect of over 50% in size
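Rat TrxR1, dispensed at 90 nM, was prereduced with 400 uM NADPH (final) for 5 min at ~22 deg C, then incubated with compound 15 min before 400 uM selenite. A first-read NADPH fluorescence drop versus no-compound background flagged substrates.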
Vif-A3F inh – inhibitors of Vif-A3F interaction; HeLa A3F-eYFP + Vif (tagged APOBEC3F with the HIV-1 protein that degrades it), YFP fluorescence increase; Potency, µM (highest dose often 46.1 µM), without a hit: at the top dose activity, negative = active; 390,000 tested, 0.2% active; further: potency means the concentration at half of the fitted maximal effect; % of control where 0% means no effect; nearly all actives have a fitted effect of over 65% in size
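HeLa cells stably expressing A3F-eYFP plus Vif, plated and incubated overnight at 37 deg C, then exposed to compounds overnight at 37 deg C. Blocked degradation read as raised yellow fluorescence (Ex 488/Em 500-530).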
LDHA inh – blocks human lactate dehydrogenase A; purified LDHA, NADH/diaphorase-resazurin fluorescence; stronger effect = lower value; activity change, % (values are at about 110 or 230 µM); 480,000 tested, 0.15% active; AID 1347041; in the data active means activity change below about -30%; inconclusive means mostly about -25% to -30%;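 further: plate controls were DMSO wells for no effect and wells without enzyme for full effect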
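Human LDH5 at 2 nM final in Tris HCl pH 7.4 with 0.06 mM NADH and 0.2 mM pyruvate, reacted 5 minutes at room temperature. Remaining NADH coupled via diaphorase/resazurin; resorufin fluorescence read at 0 and 20 minutes, normalized to enzyme-free and DMSO wells.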
RXFP1 ag – RXFP1 (human) receptor agonism | Q9HBX9 | HEK293T-RXFP1 cAMP TR-FRET, 30 min; response scale: percent of porcine relaxin response, buffer zero | Potency, µM (doses to about 57.5 µM), without a hit: top-dose activation, actives largely listed as activators | 370,000 tested, 0.3% active | AID 2676; further: potency means the concentration at half of the fitted maximal effect; on the % scale 0 is the no-effect control and ±100 the full control effect; nearly all actives have a fitted effect of over 60% in size; many of its hits are not listed in these tables
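HEK293T cells stably expressing RXFP1 were pretreated with the PDE4 inhibitor Ro 20174, exposed to compounds for 30 min at 37C, lysed, and cAMP was read by TR-FRET. Data normalized to buffer (basal) and 29 nM porcine relaxin (100%).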
mIDH1 inhibitor – human IDH1 R132H inhibition | IDH1-R132H enzyme, NADPH consumption, diaphorase/resazurin fluorescence | Potency, µM (series often up to 76.6 µM), inactives show at the highest dose activity change, negative = inhibition, hits mostly inhibitors | 390,000 tested, 0.093% active | AID 602179; further: potency means the concentration at half of the fitted maximal effect; on the % scale 0 is the no-effect control and ±100 the full control effect; nearly all actives have a fitted effect of over 65% in size
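IDH1-R132H (0.5 ug/mL dispensed) in pH 7.5 Tris buffer was preincubated 30 min with compound, then given a substrate mix of 0.016 mM NADPH and 2 mM alpha-KG for 80 min at room temperature; remaining NADPH was read by diaphorase/resazurin fluorescence.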
USP1-UAF1 inh – USP1/UAF1 (human) deubiquitinase inhibition; Potency, µM (doses to about 57.1 µM), for the others: at the top dose activity change, negative = inhibition, usual class: inhibitors; AID 743255; recombinant USP1/UAF1, Ub-Rhodamine cleavage fluorescence; O94782; 390,000 tested, 0.23% active; further: potency means the concentration at half of the fitted maximal effect; on the % scale 0 is the no-effect control and ±100 the full control effect; nearly all actives have a fitted effect of over 60% in size; inactives centre near -12
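1 nM enzyme complex + cpd, 15 min RT; start with Ub-Rho 150nM final; kinetic fluorescence ex 480/em 540, 6 reads q60 s. Buffer 50mM HEPES pH 7.8, 0.5mM EDTA, 0.1 mg/ml BSA, 1mM TCEP, 0.01% Tween-20.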
An asterisk follows results filed as active; ? = inconclusive; nt = no result given; [ ] = remark or other dose. Unless noted, the call rests on the fitted dose curve; in most records, active means well fitted curve in the direction sought with a large enough effect; inconclusive means small, poorly fitted or top-dose-only effect, or another doubt; inactive means no such curve, though single readings can be large; an effect the other way counts as inactive or inconclusive.

1) O=C(NCC1CC1)c1cc(-c2ccccc2)nn1CC1CC(c2cccnc2)=NO1 (stereo not drawn)
2) Cc1cc(/C=C2\SC(N)=NC2=O)c(C)n1-c1ccc(F)cc1
3) CSc1ncccc1C(=O)OCC(=O)N(C)Cc1ccc(C)cc1
4) S=c1[nH]cc(-c2ccc(Cl)cc2)n1Cc1ccccc1
5) Cc1cc(C)c(NC(=O)CN(C)C(=O)CNC(=O)c2cccs2)c(C)c1
6) Cc1cccc(C)c1Nc1nn2c(=O)c3cc4c(cc3nc2s1)OCO4
7) CC(=O)Oc1ccc(-c2cc3ccccc3oc2=O)cc1
8) COCCCn1ccc(O)c(Cc2ccc(F)cc2)c1=O

assay / entry,1,2,3,4,5,6,7,8
GRP78 ERSR act,-5.0%,4.2%,-4.1%,5.4%,-2.6%,-2.6%,2.3%,-0.6%
Vif-APOBEC3G blk,0.0%,1.9%,-0.4%,-0.4%,2.2%,-2.1%,-6.6%,3.7%
PI4K2A block,6.1,-1.2,-2.2,-5.1,-3.3,1.0,-3.4,5.6
TrxR1 substrate,-3.0%,5.4%[57.1 µM],nt,6.4%,3.4%,6.3%,44.3%[activator],5.2%
Vif-A3F inh,3.4%,9.8%,1.3%,-9.1%,-4.6%,-7.5%,-0.2%,3.0%
LDHA inh,-0.9,2.6,-1.3,-3.1,-2.8,-1.6,-5.7,-0.2
RXFP1 ag,nt,4.7%,nt,?,0.4%,?,nt,0.0%
mIDH1 inhibitor,-10.8%,0.7%,3.6%,6.5%,6.3%,10.4%,-1.8%,5.5%
USP1-UAF1 inh,-8.8%,-7.9%,-25.5%,-11.5%,-19.5%,-18.2%,-14.8%,-9.7%

9) Cc1ccc(C(=O)N(CC(=O)NC2CCCC2)c2ccccc2F)s1
10) Cc1nc(Nc2ccccc2)sc1-c1ccccc1
11) Cc1ccc(-c2nnc(Nc3ccc(C(N)=O)cc3)c3ccccc23)cc1S(=O)(=O)NCC1CCCO1 (stereo not drawn)
12) FC(F)Sc1nnc(-c2cccs2)n1-c1ccccc1
13) Cc1oc2c(c(=O)c1C)C(=O)CC(c1ccccc1)C2 (stereo not drawn)
14) CN(CC(=O)Nc1ccccc1C(=O)NC1CC1)Cc1ccc(N(C)C)cc1
15) O=C(Nc1ccc(F)cc1)c1sc(Cl)nc1-c1ccccc1
16) CCNc1nc(SC(C)C(=O)OC)nc(N2CCOCC2)n1 (stereo not drawn)

assay / entry,9,10,11,12,13,14,15,16
GRP78 ERSR act,0.1%,-3.1%,-0.6%,-2.1%,-5.4%,-4.5%,-2.5%,-1.6%
Vif-APOBEC3G blk,-2.3%,-0.9%,-11.6%,6.0%,0.2%,0.5%,-0.4%,-9.1%
PI4K2A block,-2.1,1.7,2.8,1.7,-0.2,-2.7,-1.6,-3.1
TrxR1 substrate,nt,-6.9%,8.6%,1.0%,-7.0%,1.4%,-0.7%,8.6%
Vif-A3F inh,-7.5%,-9.8%,1.7%,-4.1%,2.0%,-0.3%,1.8%,nt
LDHA inh,-7.9,-5.6,1.5,4.7,-5.0,-4.4,-1.0,-7.1
RXFP1 ag,nt,0.4%,1.0%,1.4%,0.4%,-0.7%,24.5%,2.3%
mIDH1 inhibitor,-4.8%,-1.0%,8.6%,5.9%,4.8%,7.5%,1.5%,6.2%
USP1-UAF1 inh,-1.1%,-22.6%,-10.3%,-16.3%,0.3%,-21.0%,-11.5%,-15.8%

Ordered by formula weight (ascending): some entries from above
10) Cc1nc(Nc2ccccc2)sc1-c1ccccc1
13) Cc1oc2c(c(=O)c1C)C(=O)CC(c1ccccc1)C2 (stereo not drawn)
8) COCCCn1ccc(O)c(Cc2ccc(F)cc2)c1=O
12) FC(F)Sc1nnc(-c2cccs2)n1-c1ccccc1
15) O=C(Nc1ccc(F)cc1)c1sc(Cl)nc1-c1ccccc1
9) Cc1ccc(C(=O)N(CC(=O)NC2CCCC2)c2ccccc2F)s1
6) Cc1cccc(C)c1Nc1nn2c(=O)c3cc4c(cc3nc2s1)OCO4
1) O=C(NCC1CC1)c1cc(-c2ccccc2)nn1CC1CC(c2cccnc2)=NO1 (stereo not drawn)
11) Cc1ccc(-c2nnc(Nc3ccc(C(N)=O)cc3)c3ccccc23)cc1S(=O)(=O)NCC1CCCO1 (stereo not drawn)

assay / entry,10,13,8,12,15,9,6,1,11
GRP78 ERSR act,-3.1%,-5.4%,-0.6%,-2.1%,-2.5%,0.1%,-2.6%,-5.0%,-0.6%
Vif-APOBEC3G blk,-0.9%,0.2%,3.7%,6.0%,-0.4%,-2.3%,-2.1%,0.0%,-11.6%
PI4K2A block,1.7,-0.2,5.6,1.7,-1.6,-2.1,1.0,6.1,2.8
TrxR1 substrate,-6.9%,-7.0%,5.2%,1.0%,-0.7%,nt,6.3%,-3.0%,8.6%
Vif-A3F inh,-9.8%,2.0%,3.0%,-4.1%,1.8%,-7.5%,-7.5%,3.4%,1.7%
LDHA inh,-5.6,-5.0,-0.2,4.7,-1.0,-7.9,-1.6,-0.9,1.5
RXFP1 ag,0.4%,0.4%,0.0%,1.4%,24.5%,nt,?,nt,1.0%
mIDH1 inhibitor,-1.0%,4.8%,5.5%,5.9%,1.5%,-4.8%,10.4%,-10.8%,8.6%
USP1-UAF1 inh,-22.6%,0.3%,-9.7%,-16.3%,-11.5%,-1.1%,-18.2%,-8.8%,-10.3%

Next records.
17) Cn1c(CCN2CCCCC2)nc2cc(NC(=O)NC3CCCCC3)ccc21
18) Cc1ccc(NC(=O)CCC(=O)NNC(=O)c2ccccc2[N+](=O)[O-])c(C)c1
19) Cc1ccc(Cn2cccc(NC(=O)NC3CCCCC3)c2=O)cc1
20) O=C(CN1CCN(c2ccccc2O)CC1)NC(c1ccccc1)c1ccccc1
21) COC(=O)c1ccccc1NC(=O)c1nc(-c2ccc(C)cc2)n2c1CCCCC2
22) Cc1ccc(-c2noc(-c3ccoc3C)n2)cc1

assay / entry,17,18,19,20,21,22
GRP78 ERSR act,-3.4%,-1.1%,1.5%,-4.4%,-4.0%,7.4%
Vif-APOBEC3G blk,-1.7%,-6.6%,-0.7%,2.1%,-6.4%,-11.0%
PI4K2A block,-7.9,10.2,4.8,0.2,1.5,2.1
TrxR1 substrate,5.9%[57.1 µM],-4.2%,4.7%[57.1 µM],-6.7%,8.1%,-0.4%
Vif-A3F inh,0.1%,-1.9%,-4.6%,-2.5%,3.0%,0.9%
LDHA inh,7.5,-6.9,3.7,-1.6,0.3,-5.9
RXFP1 ag,1.3%,0.8%,1.8%,-0.9%,5.2%,-2.1%
mIDH1 inhibitor,-0.2%,0.4%,4.2%,3.3%,8.6%,16.7%
USP1-UAF1 inh,1.3%,-12.2%,-22.7%,-12.4%,-23.3%,-11.0%

Results in TrxR1 substrate and Vif-A3F inh (2 entries from above):
No.	Molecule	TrxR1 substrate	Vif-A3F inh
21	COC(=O)c1ccccc1NC(=O)c1nc(-c2ccc(C)cc2)n2c1CCCCC2	8.1%	3.0%
22	Cc1ccc(-c2noc(-c3ccoc3C)n2)cc1	-0.4%	0.9%

A portion of the library; the hit share may differ from the screen's.
